Bioassay records from PubChem.
TAG inh – inhibitors of triacylglycerol accumulation; H9c2 cells, Nile Red lipid (TAG) fluorescence; cells loaded with 200 µM oleic acid; inhibition, % at 12.5 µM; 230,000 tested, 0.66% active; AID 651582;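 active = pattern-corrected inhibition of lipid staining of at least 50% with the nuclear-stain viability signal not falling by more than 50%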;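 note: 0% = DMSO wells and 100% = triacsin C control wells; some results filed as inactive read as strong as hits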
TAG inh DAPI viability – recorded beside TAG inh, whose call it bears; DAPI nuclei signal change (viability), lower = more cytotoxic, %;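 whole-well DAPI fluorescence read on a plate reader as a viability signal; minus 50 percent equals half of cells still viable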
An asterisk follows results filed as active. A portion of the library; rates above refer to the full screens.

SMILES	TAG inh	TAG inh DAPI viability
CCN(CC(=O)Nc1ccc2c(c1)OCCO2)C(=O)COc1cc(C)ccc1Cl	-23	0
CCOC(=O)c1[nH]c2ccc(OC)cc2c1NC(=O)CCN1CCCC(C)C1 (stereo not given)	6	17
Cc1cccc(C(=O)NCC(=O)NCCCSc2ccccc2)c1	11	7
COc1cc(C2NC(=S)NC(C)=C2C(=O)Nc2cc(C)cc(C)c2)ccc1O (stereo not given)	7	-7
OC(CN1CCCCC1)c1ccc(Br)cc1 (stereo not given)	-20	7
CCOc1ccccc1NC(=O)Cc1coc2cc(C)ccc12	6	-1
COc1ccc(CNC(=O)CN2CCC(n3nnc4cc(F)ccc43)CC2)cc1	-17	2
CCC(=O)N1N=C(c2ccc(NS(=O)(=O)c3ccccc3)cc2)CC1c1ccco1 (stereo not given)	-1	7
COc1ccccc1CCC(=O)N1CCC(n2nccc2NC(=O)C2CCOC2)CC1 (stereo not given)	-9	7
CC(=O)N(C(C)=O)N1C(=O)/C(=C/c2ccc(Cl)cc2)SC1=S	1	3
CNC1(C(N)=O)CCN(Cc2ccccc2)CC1	3	2
Cc1cccc(-c2n[nH]c([N+](=O)[O-])n2)c1	1	0
CC(C)C[C@H](CO)Nc1nc(N(C)c2cccc(Cl)c2)c2ncn(C(C)C)c2n1	-3	-2
O=C(Nc1ccc(OC(F)F)cc1)c1ccccn1	-1	2
Cc1cccc(NC(=O)c2sc(Cl)nc2-c2ccccc2)c1	-18	93
CCOc1ccc(OCC)c(NC(=O)CSc2nnc(-c3cccnc3)o2)c1	-5	11
Fc1ccc(NC(=S)N/N=C/c2ccc(F)c(F)c2)cc1	-6	4
CCc1ccccc1NC(=O)N1CCC(NC(=O)C(Cc2ccccc2)NC(C)=O)CC1 (stereo not given)	-8	-12
CC(=O)Nc1sc(C)c(C)c1C(=O)OCC(=O)NCc1ccc(F)cc1	-11	6
Cc1c(Cl)c([N+](=O)[O-])nn1Cc1ccc(C(=O)N/N=C\c2cccc(Br)c2)o1	-1	12
O=C(CCC1CCCN(C(=O)c2ccc3c(c2)OCCO3)C1)NCc1ccccc1F (stereo not given)	7	10
COc1ccc(CCC(=O)Nc2nnc(C(C)(C)C)s2)cc1	9	2
C=C(C)C(=O)Nc1cccc(C2=NOC3(C2)C[C@H](C(N)=O)N(C(=O)CC)C3)c1 (stereo not given in full)	16	-6
O=C(NCc1cc(Cl)cc(Cl)c1)c1csc([C@@H]2C[C@H](O)[C@@H](CO)O2)n1	0	8
CS(=O)(=O)c1sc2nc(-c3ccccc3)cc(-c3ccccc3)c2c1N	3	25
The list continues:
SMILES	TAG inh	TAG inh DAPI viability
CCC(=O)N1CCc2cc(S(=O)(=O)CCC(=O)Nc3ccc(C)c(F)c3)ccc21	8	-5
OC[C@@H]1CN(Cc2ccc(Cl)cc2)C[C@H](n2cnc3c(Nc4ccccc4)ncnc32)O1	18	5
O=C1CC(c2cccs2)Sc2nc3ccccc3n21 (stereo not given)	-10	4
COc1ccc(N2CCN(c3nc4ccccc4nc3NS(=O)(=O)c3ccccc3)CC2)cc1	-4	1
CCN(CC)CCN(Cc1cc2cc3c(cc2[nH]c1=O)OCCO3)C(=S)NCCCN(C)C	-10	13
Cc1ccc(OCCC(=O)N2CCN(c3ccc(O)cc3)CC2)cc1	-2	-3
Cc1ccc(S(=O)(=O)NC2CC(C)(C)N(O)C(C)(C)C2)cc1	9	-2
CCNC(=O)NC(=O)CSc1ccc(NC(C)=O)cc1	-10	9
O=C(CCNC(=O)c1ccc([N+](=O)[O-])cc1)Nc1nc2ccccc2[nH]1	29	4
CCOC(=O)c1cnn(-c2ccccc2)c1NC(=O)CSc1nnc(-c2cccs2)n1CC	-6	5
COc1cccc(CNC(=O)CSc2ccc(-c3ccco3)nn2)c1	-3	7
OC[C@@H]1CN(Cc2ccccc2)C[C@H](n2cnc3c(NC4CCCC4)ncnc32)O1	8	-12
CC(C)CC(NC(=O)c1ccc(Cl)cc1)C(=O)O (stereo not given)	-13	7
CC(C)(C)c1ccc(SCC(N)=O)cc1	-28	4
COc1ccc(/C=C/C(=O)OCC(=O)N2c3ccccc3CC2C)cc1OC (stereo not given)	-5	-8
CCCCN1C2CCCC1CC(NC(=O)c1ccc(OC)c(OC)c1)C2 (stereo not given)	-7	7
NC(Cc1ccc(OC(F)F)cc1)C(=O)O (stereo not given)	-1	3
CCCCc1ccc(NC(=O)C2CCCC2)cc1	3	-5
CCOC(=O)c1cc2c(ccn2C)n1CC(=O)N1CCC(C)CC1	8	5
OC1(c2cccnc2)CCN(Cc2nnnn2Cc2ccccc2)CC1	-3	9
Cc1cc2oc(C(=O)N(Cc3ccccc3)C3CCS(=O)(=O)C3)c(C)c2cc1C (stereo not given)	1	4
Cc1ccc(N2C(=O)c3cccc(Oc4ccc(Cl)cc4)c3C2=O)c(C)c1	5	-8
COc1cc2c(cc1OC)CN(C(=O)c1cc(S(=O)(=O)N3CCCCC3)ccc1Cl)CC2	10	-12
CC(C)CC(=O)NC(C)C(c1cccs1)N1CCOCC1 (stereo not given)	-4	6
O=[N+]([O-])c1c(C(Cl)Cl)nn(-c2ccccc2)c1N1CCOCC1	0	1

Sorted by molar mass (lowest first): part of the list above
SMILES	TAG inh	TAG inh DAPI viability
CCCCc1ccc(NC(=O)C2CCCC2)cc1	3	-5
Cc1ccc(OCCC(=O)N2CCN(c3ccc(O)cc3)CC2)cc1	-2	-3
Cc1ccc(N2C(=O)c3cccc(Oc4ccc(Cl)cc4)c3C2=O)c(C)c1	5	-8

(further entries)
SMILES	TAG inh	TAG inh DAPI viability
O=C(Nc1ccccc1F)c1csc([C@@H]2C[C@H](O)[C@@H](CO)O2)n1	7	-7
COCc1[nH][nH]c(=O)c1/C=N/N1CCOCC1	0	1
Cn1cc(C(=O)C(=O)N2CCN(c3ccccc3)CC2)c2ccccc21	9	4
CCOC(=O)C1(C)NC(c2ccc(N(C)C)cc2)C2C(=O)N(CC)C(=O)C21 (stereo not given)	11	13
COc1ccc(/C=N/Nc2ncccc2[N+](=O)[O-])c(OC)c1	3	4
Cc1ccc(NC(=O)C2CCCN2C(=O)NCc2ccccc2)cc1 (stereo not given)	-3	13
CC(=O)NCCc1nc2ccccc2n1CCOc1ccccc1C	2	4
CSc1nc(NC(C)=O)nc(C)c1Br	-5	-5
O=c1[nH]c(CSc2ccccc2)nc2c1oc1ccccc12	-4	9
Cn1c(SCc2cccc(Br)c2)nnc1-c1ccccn1	1	-3
O=C(Nc1nc2cc3c(cc2s1)OCCO3)c1cccs1	-19	5
CN(CC1CCCO1)S(=O)(=O)c1ccc(C(=O)Nc2ccc(S(N)(=O)=O)cc2)cc1 (stereo not given)	5	1
COc1ccc(-c2cc(-c3ccccc3)c(C#N)c(S(C)(=O)=O)n2)cc1	15	21
Cc1ccc(S(=O)(=O)Nc2ccc(-n3cnnn3)cc2)c(C)c1	11	1
O=C(O)CSc1nc2ccccc2n1C1CCCCC1	4	9
CCOC(=O)c1ccc(N2CCCCC2)c(NS(=O)(=O)c2cccc(C(F)(F)F)c2)c1	3	1
CCN(c1cccc(C)c1)S(=O)(=O)c1ccc2c(c1)CCN2C(C)=O	1	-1
Cc1ccc(S(=O)(=O)N2CCCCC2C(=O)N2CCN(C)CC2)cc1 (stereo not given)	-17	7
COc1ccccc1CNC(=O)COC(=O)c1cccc(-n2cnnn2)c1	-13	3
C=CC(=O)N1C/C(=C/c2ccc(Cl)cc2)C(=O)/C(=C\c2ccc(Cl)cc2)C1	96	-70
CC(C)c1nc(NCCN2CCOCC2)c(C#N)c2c1COC(C)(C)C2	-28	-5
CCC(C)(C)n1nnnc1CN1CCN(c2ccc(OC)cc2)CC1	8	-3
CCCCNC(=O)CNC(=S)N(Cc1ccccc1)Cc1cccs1	2	-6
Nc1ccccc1Oc1c(F)c(F)c(Oc2ccccc2N)c(F)c1F	-4	-6
COCCn1c(SCC(=O)Nc2cccc(C)c2)nnc1C(C)C	10	2

Profiles, looked up by structure. Order of screens: TAG inh	TAG inh DAPI viability
CN(CC1CCCO1)S(=O)(=O)c1ccc(C(=O)Nc2ccc(S(N)(=O)=O)cc2)cc1 (stereo not given) reads 5	1
Cc1ccc(S(=O)(=O)Nc2ccc(-n3cnnn3)cc2)c(C)c1 reads 11	1
Cc1cccc(C(=O)NCC(=O)NCCCSc2ccccc2)c1 reads 11	7
COc1cc(C2NC(=S)NC(C)=C2C(=O)Nc2cc(C)cc(C)c2)ccc1O (stereo not given) reads 7	-7
CCOc1ccc(OCC)c(NC(=O)CSc2nnc(-c3cccnc3)o2)c1 reads -5	11

More results.
SMILES	TAG inh	TAG inh DAPI viability
COc1ccc(C(=O)CSc2nnc(CNc3ccc(F)cc3)o2)cc1	-2	7
O=C(NCc1ccccc1)c1cc(C2CCCN(C(=O)CCc3ccccc3)C2)on1 (stereo not given)	13	0
CN1/C(=C/C(=S)NC(=O)C2CCC2)C(C)(C)c2ccccc21	-23	-5
CCCCCn1c(C(C)NC(=O)CCC)nc2ccccc21 (stereo not given)	3	-8
CCCn1c(N)c(N(CCOC)C(=O)CSc2cc(C)c3ccccc3n2)c(=O)[nH]c1=O	4	-1
Cc1ccc(OCC(=O)NNC(=O)c2ccco2)c(C)c1	0	3
S=C(NCCc1ccccc1)N1CCC2CC1c1c(Cl)cccc12 (stereo not given)	-9	3
COc1ccc(CC(=O)Nc2nc(OCCN3CCCC3=O)cnc2-c2cccc(C(F)(F)F)c2)cc1	1	-6
CCOC(=O)c1c(NC(=O)CN2C(=O)C(=O)N(CC(C)C)C2=O)sc(C)c1CC	-1	6
C=CC[C@@H](CC(=O)N(CCO)Cc1ccccc1)C(=O)N[C@H](COC(=O)[C@@H](CC=C)CC(=O)OC(C)(C)C)Cc1ccccc1	50*	-6.0*
CC(=O)Nc1ccc(OCC(=O)Nc2ccc(Cl)c(S(=O)(=O)N3CCOCC3)c2)cc1	-30	-3
O=C(NCc1ccc(F)cc1)Nc1ccccc1	3	-6
CC(C)CCN1CCN(Cc2cccc3cccnc23)CC1CCO (stereo not given)	-11	2
O=C(/C=C/c1ccc(Cl)cc1)c1ccc([N+](=O)[O-])o1	85	-78
O=C(CSc1ccc2nnc(-c3ccccn3)n2n1)Nc1ccc2c(c1)OCO2	15	-4
C=C[C@@H]1c2c(F)cccc2N(S(=O)(=O)c2ccc(C)cc2)[C@H](c2ccc(C(=O)OC)cc2)C1(C#N)C#N	1	-2
CC(=O)N/C(=C\c1ccccc1)C(=O)OCC(=O)Nc1ccc(C)c(S(=O)(=O)N(C)C)c1	-3	2
O=C(Nc1ccc(OCC(=O)N2CCOCC2)cc1)Nc1cccc2ccccc12	22	9
Cc1cc(SCC(=O)c2ccccc2)n2nc(C)nc2n1	-6	-8
Cc1ccc(C)c(S(=O)(=O)N2CCN(C(=O)[C@H](C)N3C(=O)C4CC=CCC4C3=O)CC2)c1 (stereo not given in full)	-8	-3
CCOC(=O)N1CCC(NC(=O)C2CCN(S(=O)(=O)c3cnc[nH]3)CC2)CC1	10	0
CC(C)(C)OC(=O)NCCc1nnc(SCC(=O)c2ccc(Cl)cc2)o1	-1	-1
CCN(CC)CCCNC(=S)N(Cc1cccnc1)Cc1cc2cc(C)ccc2[nH]c1=O	3	2
COc1ccc(CCNC(=O)c2cc(-c3cc(C)cc(C)c3O)n[nH]2)cc1OC	-5	2
CC(O)CNCCOc1cccc(Oc2ccccc2)c1 (stereo not given)	9	2

The list goes on; the last 4 above are carried over.
SMILES	TAG inh	TAG inh DAPI viability
CC(C)(C)OC(=O)NCCc1nnc(SCC(=O)c2ccc(Cl)cc2)o1	-1	-1
CCN(CC)CCCNC(=S)N(Cc1cccnc1)Cc1cc2cc(C)ccc2[nH]c1=O	3	2
COc1ccc(CCNC(=O)c2cc(-c3cc(C)cc(C)c3O)n[nH]2)cc1OC	-5	2
CC(O)CNCCOc1cccc(Oc2ccccc2)c1 (stereo not given)	9	2
COCCCn1c(=NC(=O)c2ccccc2)c(C#N)cc2c(=O)n3cccc(C)c3nc21	8	36
O=C(NCc1ccccn1)c1cc2n(n1)C(C(F)(F)F)CC(c1ccco1)N2 (stereo not given)	4	7
O=C(Nc1cccc(Cl)c1)c1cc(S(=O)(=O)N2CCCCC2)c[nH]1	-1	4
COc1cc(NC(=O)C2(C)CCCN(C(C)C)C2)cc(OC)c1OC (stereo not given)	24	-11
CCC(=O)N1CCc2cc(S(=O)(=O)CCC(=O)NCCC3=CCCCC3)ccc21	-14	6
O=C(NC1CCCc2c1cnn2-c1ccccc1F)c1ccncc1 (stereo not given)	-11	-8
Nc1nc(NS(=O)(=O)c2ccc(Cl)cc2)nn1-c1ccccc1	-4	3
COc1ccccc1C(=O)NC(CCSC)C(=O)NNC(=O)c1ccncc1 (stereo not given)	-15	1
O=C(COC(=O)/C=C/c1ccc(S(=O)(=O)N2CCOCC2)cc1)NCc1ccc(F)cc1	8	-16
Cc1ccc(CN2CCN(C(=O)CC(C)C)CC2)cc1	-17	12
CCCCC(=O)N(C)c1c(CC)nc2c(OCC(N)=O)cccn12	0	-8
COC(=O)c1ccc2nccnc2c1	-5	0
O=C(CSc1c2c(nc3ccc(Cl)cc13)CCCC2)NCCCN1CCOCC1	11	-25
Cc1ccc(-c2nc(CS(=O)CC(=O)NC3CCCC3)c(C)o2)cc1 (stereo not given)	2	-5
C(=N\Nc1nc(N2CCCC2)nc(N2CCCC2)n1)/c1ccccc1OCc1ccccc1	10	3
CCc1c(C)nc2ccc(Br)cc2c1Cl	7	-12
Cc1ccccc1NC(=O)CC1C(=O)NCCN1C(=O)c1cccc(Cl)c1 (stereo not given)	-6	-4
COCC(=O)N1CCC(Oc2ccc(C(=O)NCCCC3CCCC3)cc2)CC1	14	3
COc1ccccc1Nc1ccc([N+](=O)[O-])cn1	-14	4
